# Screening data from PubChem BioAssay.
# AMA1 RON2 block: disrupts binding of P. falciparum AMA1 to RON2 | AlphaScreen AMA1-biotinylated RON2 peptide binding | AID 720542 | Potency, µM (top dose mostly 58.2 µM), for the others: top-dose activity change, negative = inhibition, most hits filed as inhibitors | 360,000 tested, 0.2% active;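 also: potency is read from the fitted curve at half-maximal effect; 0% = vehicle wells and -100% = peptide control; nearly all actives have a fitted effect of over 45% in size; some results filed as inactive show a strong effect at the top dose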
#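 AMA1 (3D7) with his tag at 25 nM final met compounds first, then biotinylated RON2 peptide at 25 nM; detection used donor plus acceptor beads, 10 µg/mL apiece, read by AlphaScreen after 30 min at room temperature.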
# AmpC no deterg: AmpC beta-lactamase inhibition without detergent; P00811; AmpC nitrocefin hydrolysis, absorbance 480 nm, 0.0001% Triton; Potency, µM (doses to about 57.1 µM), for inactives: top-dose activity change, negative = inhibition, most hits filed as inhibitors; 330,000 tested, 0.52% active;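 also: potency is read from the fitted curve at half-maximal effect; plate controls were no compound for no effect and no enzyme for full effect; nearly all actives have a fitted effect of over 20% in size; some results filed as inactive show a strong effect at the top dose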
# Target sequence (P00811 whole entry, looked up): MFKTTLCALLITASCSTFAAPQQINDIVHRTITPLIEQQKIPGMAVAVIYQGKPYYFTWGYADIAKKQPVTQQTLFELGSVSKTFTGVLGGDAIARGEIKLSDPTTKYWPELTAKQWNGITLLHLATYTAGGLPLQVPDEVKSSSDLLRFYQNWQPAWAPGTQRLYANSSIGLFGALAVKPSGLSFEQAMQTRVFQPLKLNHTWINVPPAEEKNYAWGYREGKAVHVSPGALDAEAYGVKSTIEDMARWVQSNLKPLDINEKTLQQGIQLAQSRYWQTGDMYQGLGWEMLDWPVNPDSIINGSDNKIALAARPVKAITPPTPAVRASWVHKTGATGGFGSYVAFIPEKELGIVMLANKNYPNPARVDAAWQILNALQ
#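 AmpC (5.3 nM in the dispensed reagent) in 20 mM phosphate pH 7.0 with 0.01% (detergent screen) or 0.0001% Triton X-100 was preincubated with compounds for 15 min at room temperature. Nitrocefin was then added from an 800 uM solution, and hydrolysis was followed at 480 nm.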
# Shiga toxin inh: Shiga toxin inhibition; 290,000 tested, 9.2% active; inhibition, % at 38.7 µM; Vero cells, Shiga toxin protein synthesis inhibition reporter; in the data active = inhibition mostly above about 28%, no sharp cut-off; inactive = mostly below about 43%; also: 0% is about no effect
# AmpC detergent: blocks E. coli AmpC beta-lactamase in detergent assay; Potency, µM (series often up to 114 µM), without a hit: at the highest dose activity change, negative = inhibition, most hits filed as inhibitors; 370,000 tested, 0.041% active; P00811; AID 485294; AmpC hydrolysis of nitrocefin, absorbance 480 nm, 0.01% Triton;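 also: potency is read from the fitted curve at half-maximal effect; 0% = no-compound wells and -100% = no-enzyme wells; nearly all actives have a fitted effect of over 25% in size; some results filed as inactive show a strong effect at the top dose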
#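 AmpC (5.3 nM in the dispensed reagent) in 20 mM phosphate pH 7.0 with 0.01% (detergent screen) or 0.0001% Triton X-100 was preincubated with compounds for 15 min at room temperature. Nitrocefin was then added from an 800 uM solution, and hydrolysis was followed at 480 nm.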
# FBPA Giardia inh: blocks Giardia fructose-bisphosphate aldolase activity; A8B2U2; purified Giardia FBPA; Potency, µM (doses to about 59.6 µM), for inactives: at the highest dose activity, negative = inhibition, actives largely listed as inhibitors; 290,000 tested, 0.71% active; AID 2451; also: potency is read from the fitted curve at half-maximal effect; % is scaled to controls: 0 for no effect and ±100 for the full control effect; nearly all actives have a fitted effect of over 55% in size
# Target sequence (A8B2U2 whole entry, looked up): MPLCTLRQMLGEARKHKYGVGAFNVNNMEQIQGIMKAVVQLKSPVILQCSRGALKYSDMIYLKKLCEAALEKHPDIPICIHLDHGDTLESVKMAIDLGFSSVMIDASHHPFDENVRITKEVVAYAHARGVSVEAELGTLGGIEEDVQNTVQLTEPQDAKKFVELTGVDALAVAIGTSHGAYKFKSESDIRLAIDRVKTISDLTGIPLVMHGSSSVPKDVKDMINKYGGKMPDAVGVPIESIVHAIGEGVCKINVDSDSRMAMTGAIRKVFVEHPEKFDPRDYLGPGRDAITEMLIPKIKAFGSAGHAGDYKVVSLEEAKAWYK
#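 Giardia FBPA (40 nM reagent) was preincubated 10 min at RT with compound (up to 57.5 uM final), then substrate plus GAPDH/TPI/NAD/arsenate coupling system with diaphorase/resazurin was added; resorufin fluorescence (525/598 nm) was read after 20 min.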
# CHX counter: counter-screen hit for Shiga toxin inhibitors, cycloheximide. cell reporter, cycloheximide protein synthesis inhibition counterscreen. max response, %. 300,000 tested, 12% active; in the data active = max response mostly above about 13%, no sharp cut-off; inactive = mostly below about 14%; also: read at 38.3 µM for the half of the compounds with a filed dose; 0% is about no effect
# HCMV inh: inhibitors of human cytomegalovirus; HFF cells, HCMV-luciferase reporter, 72 h; hits give low values; activity change, negative = inhibition, % at 57.5 µM; 410,000 tested, 4.5% active; in the data active = activity change below about -60%; inconclusive = no clear call, values can overlap the other calls; inactive = above about -39%; also: % is scaled to controls: 0 for no effect and ±100 for the full control effect
#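 Steps: HFFs plated, 16 h 37C; compounds added; HCMV-luciferase added to MOI 1 PFU/cell; 72 h 37C; OneGlo reagent, 5 min room temperature; luminescence read, normalized to controls.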
# An asterisk follows results filed as active; ? = inconclusive; nt = not tested or not shown; & = joins results of further samples; [ ] = remark or other dose. Unless noted, calls follow the shape of the dose curve; as a rule, active = well fitted curve in the direction sought with a large enough effect; inconclusive = small, poorly fitted or top-dose-only effect, or another doubt; inactive = no such curve, though single readings can be large; an effect the other way counts as inactive or inconclusive.
SMILES,AMA1 RON2 block,AmpC no deterg,Shiga toxin inh,AmpC detergent,FBPA Giardia inh,CHX counter,HCMV inh
O=C(NCc1nnc2c(C(F)(F)F)cc(Cl)cn12)c1ccc(Br)o1,-4%,-8%,-5,8%,nt,2,-18
C/C=C/C=N/Nc1nc(-c2ccc([N+](=O)[O-])cc2)cs1,-4%,-31%,90*,5%,0%,10,20
COc1ccc(/C=N/NC(=O)c2c([N+](=O)[O-])c(C)nn2C)cc1,-9%,-24%,-12,-2%,3%,-1,12
C=CCNc1nc(C(=O)OCC(=O)Nc2cc(S(C)(=O)=O)ccc2Cl)cs1,78%[activator],0%,nt,-16%,nt,nt,-3
COc1cccc(Nc2nc3ccc(OC)cc3s2)c1,-8%,-37%,89*,4%,-14%,57*,-26
COc1ccc2c(CC(=O)Nc3nnc(C4CC4)s3)coc2c1,-1%,-14%,-11,1%,7%,4,-21
O=C(N/N=C/c1ccco1)c1ccccn1,45%[activator],-10%,68*,2%,-4%,29*,25
Cc1cc(NC(=O)c2cc(C(C)(C)C)oc2C)no1,23%,-25%,34,0%,-1%,8,22
O=C(NCc1cccc(Cl)c1)C1CCN(S(=O)(=O)c2ccc(F)cc2)CC1,1%,-7%,3,1%,nt,-1,-37
Cc1ccc(-c2cc(-c3ccc(C)cc3)[n+](-c3ccc(C(=O)[O-])cc3)c(-c3ccc(C)cc3)c2)cc1,4%,126%[activator],nt,-5%,nt,nt,-17
COc1cc(NC(=O)CN(c2ccc(C)cc2)S(=O)(=O)c2c(C)noc2C)cc(OC)c1,-7%,-17%,-6,-1%,-11%,-3,11
CCN(CC)S(=O)(=O)c1ccc(NC(=O)c2ccc(NS(C)(=O)=O)cc2)cc1,-2%,-54%,-6,0%,5%,-2,-30
CCC(=O)NC(=S)Nc1ccccc1C(=O)NC1CCCCC1,5%,-9%,-12,?,0%,-3,-2
CNC(=O)c1ccc2c(c1)nnn2C,-1%,-17%,-4,-14%,5%,-5,-20
Cc1ccc(C(=O)/C=C2/NC(=O)CS2)cc1,3%,-29%,45*,-12%,-1%,25*,74
COc1ccc(C(=O)NC2CC3CCCC(C2)N3Cc2ccccc2)c(OC)c1 (stereo not drawn),-2%,-23%,-3,-5%,3%,-1,67
Cc1ccc2[nH]c(CN3CCN(C)C(CCO)C3)c(C)c2c1 (stereo not drawn),2%,28%,-5,9%,2%,-2,39
CCCS(=O)(=O)n1nc(-c2ccc(OC)cc2)cc1N,0%,-20%,11,?,0%,1,-25
O=C(Nc1ccc(O)c2c(=O)cc(-c3ccccc3Cl)oc12)c1cccc(Cl)c1,9%,-31%,48&-18,-7%,3%&6%,15&-4,9
O=C(Cc1cccc2ccccc12)N/N=C/c1ccc(O)c([N+](=O)[O-])c1,-4%,-18%,-2,3%,2%,2,-29
COC(=O)c1sc(S(=O)(=O)N2CCCCC2C)c(C(=O)OC)c1C (stereo not drawn),10%,27%,nt,2%,nt,nt,0
CN(C)c1ccc(NC2=C([N+](=O)[O-])CS(=O)(=O)C2)cc1,0%,-22%,29,4%,-29%,3,54
Cc1ccc(C)c(Cn2c(=O)n(C)c(=O)c3sccc32)c1,20%,-8%,-15,-9%,12%,-2,10
CCOCC(=O)N1CCN(c2ccccc2OC)CC1,3%,2%,3,-1%,2%,-4,-33
CC1(C)Cc2cccc(OCC(=O)N3CCN(c4cccc(Cl)c4)CC3)c2O1,-24%,78%[activator],nt,-9%,nt,nt,-16
C=C[C@@H]1c2ccccc2N(S(=O)(=O)c2ccc(C)cc2)[C@H](c2ccccc2C(F)(F)F)C1(C#N)C#N,-7%,-32%,nt,0%,nt,nt,15
CN(C(=O)Cn1nnc(-c2ccc(F)cc2)n1)C1CCS(=O)(=O)C1 (stereo not drawn),0%,-35%,nt,-13%,nt,nt,23
COc1ccc(N(CC(=O)O)S(=O)(=O)c2ccc(OC)c(OC)c2)cc1,8%,-16%,-17,2%,?,2,6
CCN1C(=O)/C(=C\N2CCCCCC2)SC1=S,-21%,0%,23,?,3%,15*,31
CCOc1ccc(/C=N/NC(=O)CNC(=O)c2ccc(S(=O)(=O)N3CCOCC3)cc2)cc1,-2%,19%,-17,0%,5%,-6,-21
CCOc1ccc(NC(=O)CN(C)C(=O)c2ccc(N3CCOCC3)c([N+](=O)[O-])c2)cc1OCC,-13%,58%,2,-8%,nt,-1,8
CCOC(=O)C1CCN(CC(=O)Nc2c(C(=O)OC)[nH]c3ccccc23)CC1,nt,14%,-2,?,3%,-3,-10
CC(C)(C)NC(=O)c1cc(F)c(F)cc1Cl,-10%,-19%,19,4%,5%,-3,17
COc1ccc(/C(C)=N/NS(=O)(=O)c2cc(C)ccc2C)c(OC)c1,4%,-19%,-6,5%,3%,6,?
COCCNCc1nc2sc(C)c(-c3ccccc3)c2c(=O)[nH]1,93%[activator],-5%,23,-6%,?,-2,-101*
Oc1csc(Cc2nc(-c3ccc4ccccc4c3)cs2)n1,67%[activator],-35%,59*,5%,-3%,38*,170
C=CCNC(=S)/N=c1\sccn1C,-9%,-13%,26,-14%,-4%[12.9 µM],15*,27
Cc1c(NC(=O)CSc2cccc3cccnc23)c(=O)n(-c2ccccc2)n1C,13%,nt,3,-7%,-7%,-2,-83*
O=C(/C=C/c1ccccc1)Nc1cc(S(=O)(=O)N2CCOCC2)ccc1N1CCCC1,5%,24%,-3,-6%,-6%,-3,14
CCCN1CCOC(CC(=O)Nc2ccc([N+](=O)[O-])cc2)C1=O (stereo not drawn),25%,-33%,26,6%,0%,-2,-15
CN1CCCCC1CCN1c2ccccc2Sc2ccc(S(C)=O)cc21 (stereo not drawn),-4%,22%&25%,-13,-3%,-5%,-6,?
CC1(C)CC(=O)C2=C(C1)Nc1ccccc1NC2,10%,-20%,139*,5%,?,44*,8
CCOc1ccc(CCNC(=O)CN(C)S(=O)(=O)c2ccc3c(c2)CCC(=O)N3)cc1OCC,-6%,45%,-16,-13%,3%,-6,15
Cc1csc(C(C)N(C)C(=O)c2ccc(OC3CCN(Cc4ccccn4)CC3)cc2)n1 (stereo not drawn),36%[activator],61%[activator],-13,?,nt,2,-36
COc1ccc(/C=N/NC(=O)c2cc(-c3ccccc3)nc3ccccc23)cc1O,1%,-45%,21,4%,-4%,11,-15
c1ccc(-n2nnnc2SCc2cccc(CSc3nnnn3-c3ccccc3)n2)cc1,9%,?,7,-12%,-1%,-5,-27
C=CCOc1ccc(/C=C/C(=O)OCC(=O)NCc2cccs2)cc1,5%,?,nt,?,nt,nt,-4
Cc1ccccc1N(CC(=O)NCCSc1ccccn1)S(=O)(=O)c1ccccc1,-9%,5%,-13,-9%,0%,-2,-26
Cc1ccc2c(Cl)c(C(=O)Nc3cccnc3)sc2c1,21%,15%,126*,-6%,-3%,58*,-16
COc1cc(/C=N/N2CCCCC2)cc(OC)c1O,-4%,0%,24,-3%,-26%,8,14
CCN(CC)C(=O)C1CCCN(c2ncnc3c2cnn3-c2cccc(C)c2)C1 (stereo not drawn),-1%,138%[activator],63*,-15%,-1%,34*,-37
CCOc1cc(S(=O)(=O)NCCc2ccccc2C)c(OCC)cc1-n1cnnn1,-1%,35%,0,-13%,-6%,-3,-24
COC(=O)C(C)N(C#N)c1nc(NC(C)C)nc(SC)n1 (stereo not drawn),0%,-4%,32,4%,-2%,-1,16
C/C(CC(=O)Nc1ccccn1)=N\NC(=O)Cc1cccc2ccccc12,15%,-19%,-1,2%,-8%,0,1
Cc1n[nH]c(C)c1CCN(C)C(=O)C1CCC(=O)N(CC2CCCCC2)C1 (stereo not drawn),6%,17%,-1,0%,nt,-3,-5
O=C(Nc1cc(S(=O)(=O)Nc2ccccc2Cl)ccc1O)c1ccc(F)cc1F,-1%,-39%,nt,nt,nt,nt,-12
CNc1c(NS(=O)(=O)c2ccc(C(C)(C)C)cc2)c(=O)oc2ccccc12,4%,-16%,-6,-2%,17%,-8,-7
Cc1ccc(NC(=S)N(CCCN2CCCC2)Cc2cccn2Cc2ccc(Cl)cc2)cc1Cl,9%,-15%,-21,6%,-1%,-1,-12
O=c1[nH]c(-[n+]2ccccc2)c(/C=N/N=C(\[O-])c2ccccc2)s1,9%,-7%,41*,1%,-4%,19*,0
CCOc1ccccc1N1CCN(C(=O)c2cc(S(=O)(=O)N3CCCCC3)ccc2C)CC1,0%,166%[activator],nt,-7%,nt,nt,0

# Going on with the list:
SMILES,AMA1 RON2 block,AmpC no deterg,Shiga toxin inh,AmpC detergent,FBPA Giardia inh,CHX counter,HCMV inh
COc1cccc(/C=N\NC(=O)c2cc(OCC(F)(F)F)ccc2OCC(F)(F)F)c1,12%,-33%,81,2%,4%,-4,36
CN(C)c1ccc(/C=C(/NC(=O)c2ccccc2)C(=O)NCCCn2ccnc2)cc1,-23%,-20%,4,-4%,nt,11,nt
Cc1cc(C)cc(OCC(=O)O/N=C(\N)c2ccccc2Cl)c1,27%,-36%,32,-7%,3%,16,-11
CCOc1ccc2[nH]c(=O)c(C(c3nnnn3Cc3ccco3)N3CCC(C)CC3)cc2c1 (stereo not drawn),-2%,-33%,-9,1%,?,0,-11
Cc1cccc(Cn2c(Sc3nc(C)cs3)nc3c2c(=O)[nH]c(=O)n3C)c1,-1%,-13%,-4,-10%,5%,-3,-6
CC(NC(=O)Cn1cc(C(F)(F)F)ccc1=O)c1ccc(F)cc1 (stereo not drawn),17%,-23%,-7,?,7%,9,1
COc1ccc(NC(=O)C2CCCN(S(C)(=O)=O)C2)c(OC)c1 (stereo not drawn),0%,-7%,-6,-20%,3%,-2,27
Cc1cc(=O)[nH]c2sc(C(=O)N3c4ccccc4CC3C)c(N)c12 (stereo not drawn),-11%,-47%,nt,nt,nt,nt,-1
Cc1ccc(C(=O)NCCC(=O)N2CCCC2)cc1,0%,-12%,41*,2%,-5%,37*,147
CCc1nnc(NC(=O)c2ccc(COc3ccc(C)cc3)o2)s1,16%,-17%,-8,0%,6%,4,-5
COc1ccc(CNCCC(c2ccccc2)C2CCOC(C)(C)C2)cc1 (stereo not drawn),-6%,27%,8,-9%,1%,-6,-29
CC1CCCN(CCOCCOc2ccc(Br)cc2Cl)C1 (stereo not drawn),-1%,4%,-11,-9%,-19%,-2,-64*

# Just AMA1 RON2 block and CHX counter (three entries from above):
molecule	AMA1 RON2 block	CHX counter
CN(C)c1ccc(/C=C(/NC(=O)c2ccccc2)C(=O)NCCCn2ccnc2)cc1	-23%	11
Cc1cc(C)cc(OCC(=O)O/N=C(\N)c2ccccc2Cl)c1	27%	16
CCOc1ccc2[nH]c(=O)c(C(c3nnnn3Cc3ccco3)N3CCC(C)CC3)cc2c1 (stereo not drawn)	-2%	0
